SR-BI DiI inh: blocks mouse SR-BI lipid uptake from DiI-HDL; inhibition, % at 12.5 µM; Q61009; 320,000 compounds, 0.96% hits; ldlA[mSR-BI] CHO cells, DiI-HDL uptake fluorescence, 3 h;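 active = mean replicate inhibition of at least 70% and a set share of replicates each scoring 70 or more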;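 note: 0% = median of neutral control wells and 100% = median of positive control wells; values of inactives mirror those of a sister screen read the other way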
Target sequence (Q61009 whole entry, looked up): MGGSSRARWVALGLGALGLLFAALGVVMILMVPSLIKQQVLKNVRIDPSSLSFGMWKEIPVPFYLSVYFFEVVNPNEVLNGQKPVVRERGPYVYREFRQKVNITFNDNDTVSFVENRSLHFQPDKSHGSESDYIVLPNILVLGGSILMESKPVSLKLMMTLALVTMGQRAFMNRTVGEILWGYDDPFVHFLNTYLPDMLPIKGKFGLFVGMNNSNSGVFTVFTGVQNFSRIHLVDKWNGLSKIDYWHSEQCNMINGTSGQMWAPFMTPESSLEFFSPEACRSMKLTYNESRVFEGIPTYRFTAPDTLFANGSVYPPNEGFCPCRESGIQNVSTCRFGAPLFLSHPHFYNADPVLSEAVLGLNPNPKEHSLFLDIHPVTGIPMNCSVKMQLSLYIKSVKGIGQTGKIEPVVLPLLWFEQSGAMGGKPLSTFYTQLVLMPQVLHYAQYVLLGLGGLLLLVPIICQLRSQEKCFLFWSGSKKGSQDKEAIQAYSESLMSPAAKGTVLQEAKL
NSD2 inh: NSD2 (human) methyltransferase inhibition. AID 743445. NSD2 peptide methylation, AlphaScreen, 120 min. 310,000 compounds, 0.54% hits. inhibition, % at 12.5 µM; in the data active = inhibition above about 50%
Keap1-Nrf2 PPI: inhibitors of human Keap1-Nrf2 protein-protein interaction | Q14145 | Keap1 Kelch-Nrf2 peptide fluorescence polarization, 1536-well | inhibition, % at 9.4 µM | 340,000 compounds, 0.15% hits | AID 504523; in the data active = inhibition above about 12%;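 note: human Keap1 Kelch domain with fluorescein labeled Nrf2 9mer peptide probe; 0% = neutral control wells and 100% = peptide positive control; higher means more block of Keap1 binding to Nrf2 peptide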
C-LANA FP: blocks KSHV LANA C-terminal domain binding to DNA. MBP-C-LANA/FAM-LBS DNA binding, fluorescence polarization. inhibition, % at 9 µM. 340,000 compounds, 0.078% hits;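 active = highest replicate inhibition at or above 60% at 9 µM, even if other replicates fall short; inactive = all replicates below 60% inhibition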;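 note: 0% = neutral control wells and 100% = 4 µM acridine orange control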
DAGLB inh: blocks human DAGLB lipase activity; 340,000 compounds, 0.059% hits; inhibition, % at 5.17 µM; AID 504411; HEK293T DAGLB membrane lysate, EnzChek fluorogenic substrate; in the data active = inhibition above about 34%;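 note: 0% = enzyme with vehicle and 100% = wells lacking enzyme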
SR-BI DiI-HDL act: SR-BI HDL lipid transfer activation | CHO ldlA[mSR-BI] cells, DiI-HDL uptake fluorescence, 3 h; 100 = double the neutral-control signal | activation, % at 12.5 µM | 320,000 compounds, 0.096% hits | AID 504775;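 active = mean replicate activation of at least 60% and every replicate at or above 60%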;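 note: 0% = median plate neutral-control signal and 100% = twice that signal; values of inactives mirror those of a sister screen read the other way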
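Test system: SR-BI-overexpressing, LDLR-lacking CHO cells. Measured by: DiI fluorescence, bottom read. Medium: Ham's F12 with 0.5% BSA, HEPES 25 mM, pH 7.4. Timing: 3 h uptake period with compound, 37 °C.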
Cardiac RTF inh: cardiac RTF calcium desensitization | P19429+P45379 | IANBD-labeled cardiac RTF, Ca2+ fluorescence | inhibition, % at 7.15 µM | 340,000 compounds, 0.12% hits;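 active = inhibition above the mean inhibition of all tested compounds plus 3 SD, cut at about 17% in these data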;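 note: assay run at fixed EC70 calcium of 1.6 mM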
PvdQ inh: P. aeruginosa PvdQ acylase inhibition; inhibition, % at 10 µM; 340,000 compounds, 0.063% hits; AID 488965; purified PvdQ acylase, fluorescence plate reader; in the data active = inhibition above about 30%, passing the limit was not always enough;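 note: 0% = vehicle neutral wells and 100% = reference inhibitor wells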
PKA-R2B activ: PKA-R2B complex activation; AID 504700; 340,000 compounds, 0.079% hits; P22694+P31323; PKA-R2B holoenzyme dissociation, Cy5-IP20 fluorescence polarization; R2B truncated from residue 108, S112A mutant; 0% DMSO only, 100% 113 µM cGMP; activation, % at 11.4 µM;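 active = activation above a cutoff set at the mean over all compounds plus 3 SD, cut at about 18% in these data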;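 note: higher means more holoenzyme dissociation and a rise in polarization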
Target sequence (P31323 whole entry, looked up, other chains not shown, the tested form may be a part): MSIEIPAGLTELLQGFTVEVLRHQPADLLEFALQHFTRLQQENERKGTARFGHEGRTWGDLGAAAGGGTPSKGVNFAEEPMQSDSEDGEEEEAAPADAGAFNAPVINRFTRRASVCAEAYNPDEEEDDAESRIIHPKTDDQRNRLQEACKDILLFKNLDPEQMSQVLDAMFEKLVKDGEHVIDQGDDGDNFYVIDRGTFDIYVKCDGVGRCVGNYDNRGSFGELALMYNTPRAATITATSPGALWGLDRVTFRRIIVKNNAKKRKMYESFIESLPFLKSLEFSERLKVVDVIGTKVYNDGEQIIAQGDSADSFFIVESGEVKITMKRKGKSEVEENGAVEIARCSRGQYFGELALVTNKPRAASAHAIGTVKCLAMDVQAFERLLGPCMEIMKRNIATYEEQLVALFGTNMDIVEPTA
Arrestin-AP2 inh: inhibitors of human beta-arrestin and AP2 interaction. inhibition, % at 10 µM. 340,000 compounds, 0.31% hits. FITC-arrestin peptide / GST-AP2 beads, flow cytometry; AP2 beta2 appendage carries R879A mutation;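 active = inhibition above a set limit, near 3 SD of compounds lacking own fluorescence, cut at about 54% in these data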;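 note: plate controls were DMSO wells for no effect and 5 µM unlabelled arrestin peptide for full effect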
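System: GST-AP2 R879A glutathione beads; medium: PBS, Tween 20 0.05%, BSA 0.1%; reagent: fluorescein-tagged arrestin peptide at 50 nM final; schedule: pre-incubation 12 min, peptide binding 1 h, room temperature; detection: flow cytometry, FL1 (488/535 nm); read-out: inhibition as reduced fluorescein signal on beads, percent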
* hit, by the source's call; nt = no result given.

SMILES | SR-BI DiI inh | NSD2 inh | Keap1-Nrf2 PPI | C-LANA FP | DAGLB inh | SR-BI DiI-HDL act | Cardiac RTF inh | PvdQ inh | PKA-R2B activ | Arrestin-AP2 inh
Cc1cc(C)c2c(-n3cccc3)c(NC(=O)OC(C)C)sc2n1 | 20 | 34 | -1 | 0.2 | -3 | -20 | 3 | -2 | -4 | -5
COc1cccc(-c2nc(NC3CCCC3)c3ccccc3n2)c1O | 83* | 1 | 0 | 1.2 | -3 | -83 | 4 | 5 | -6 | 6
COCCCn1c(SCC(=O)Nc2sc3c(c2C#N)CCCC3)nnc1-c1ccncc1 | 48 | 1 | -1 | -3.0 | 7 | -48 | -20 | 9 | 1 | 4
O=C(/C(=N\Nc1ccc(Br)cc1)Sc1nnnn1-c1ccccc1)c1ccccc1 | -25 | 28 | 5 | -1.0 | 3 | 25 | -2 | 8 | 0 | 0
CCOc1ccc(N(CC(=O)N2CCCC2)S(=O)(=O)c2c(C)noc2C)cc1 | -10 | nt | -1 | 0.0 | 0 | 10 | -10 | -20 | -10 | -8
O=C1CCCC2=C1C(c1cccs1)n1ncnc1N2 (centres undefined) | -37 | -18 | 0 | 3.1 | 3 | 37 | -14 | -9 | 5 | 1
NC1=NC(=O)/C(=C/c2ccccc2OS(=O)(=O)c2ccccc2)S1 | -30 | 2 | 2 | 1.0 | -2 | 30 | 3 | 1 | 4 | 15
COC(=O)CCP(=O)(O)Cc1ccccc1CP(=O)(O)CCC(=O)OC | 5 | -2 | 0 | -1.7 | 2 | -5 | 6 | -11 | -9 | -4
COC(=O)[C@H](Cc1ccccc1)NC(=O)[C@@]1(C)C[C@@H]1[C@@H](NC(=O)OCc1ccccc1)c1ccccc1 | 41 | nt | -3 | -0.8 | 0 | -41 | -2 | -16 | 0 | -6
COC(=O)CC1=NN(c2ccc(OC)cc2)C(=O)/C1=C\c1ccc(Cl)cc1 | 0 | 55* | -5 | 2.1 | 5 | 0 | -12 | -15 | 4 | 4
Cc1onc(-c2ccccc2)c1C(=O)NC(=S)Nc1sc2c(c1C#N)CCC(C)C2 (centres undefined) | 24 | 10 | -12 | -0.4 | 2 | -24 | -4 | 6 | -9 | -3
COc1cccc2c1OC1(CCN(C(C)C)CC1)N1N=C(c3cccnc3)CC21 (centres undefined) | -21 | 0 | -4 | -1.5 | -2 | 21 | 2 | -11 | 6 | -9
Cc1ccc(C2(C)NC(=O)N(CC(=O)c3ccc(Cl)s3)C2=O)cc1 (centres undefined) | -12 | 2 | -6 | -0.5 | 0 | 12 | -3 | -15 | 0 | 0
O=C1c2ccccc2NC(c2cccnc2)N1c1ccccc1F (centres undefined) | -9 | -2 | 0 | 0.8 | -3 | 9 | 0 | -2 | 8 | -3
Cc1nc2ccccc2c2oc(C(=O)NCC3COc4ccccc4O3)cc12 (centres undefined) | -9 | nt | 2 | -4.7 | -2 | 9 | -4 | -16 | -2 | 0
O=C(c1ccc(N2CCCCC2)c([N+](=O)[O-])c1)N1CCN(S(=O)(=O)c2ccccc2)CC1 | 20 | 5 | 4 | -1.4 | 10 | -20 | -13 | -4 | -4 | -1
Cc1cccc(NC(=S)N2CCC(c3nc4ccccc4o3)CC2)c1 | 1 | nt | -5 | 0.0 | -1 | -1 | -8 | 0 | -7 | -9
Cc1oc(C(C)(C)C)cc1C(=O)Nc1cccc(C(=O)O)c1 | 2 | 2 | -1 | 0.2 | 3 | -2 | 1 | -1 | -7 | 0
COc1ccccc1CNC(=O)[C@H](C)NC(=O)C1CCN(C(=O)[C@@H](N)Cc2ccccc2)CC1 | -6 | -2 | 3 | 0.2 | -4 | 6 | 4 | 6 | -8 | 15
c1ccc(Cn2c(SCCN3CCOCC3)nnc2-c2cccnc2)cc1 | -34 | 6 | -2 | -0.3 | -1 | 34 | -23 | -15 | -8 | 4
FC(F)(F)c1cnc2c(c1)[nH]c(=S)n2-c1ccc(Cl)cc1 | -8 | -2 | -1 | 0.7 | 0 | 8 | -6 | -18 | 9 | -24
CCCCc1nc(SCCOC)c2c(=O)n(C)c(=O)n(C)c2n1 | nt | -4 | -2 | 1.7 | -6 | nt | -5 | -5 | 1 | 2
CN(CC(=O)Nc1cccc(F)c1)CC(=O)N(C)CC(=O)Nc1ccccc1Br | 2 | 1 | 0 | -0.1 | -1 | -2 | 1 | -16 | 4 | -7
COc1cccc(CNC(=O)CN2C(=O)NC(c3ccccc3)(c3ccccc3)C2=O)c1 | 16 | 40 | 5 | 0.9 | -2 | -16 | -7 | -14 | -4 | -4
CCCCOc1[nH]c2nc(-c3ccco3)n(Cc3ccco3)c(=N)c2c1C#N | 18 | nt | 16* | 36 | 2 | -18 | -36 | 0 | 0 | 31
CCn1c(COc2ccccc2)nc2ccccc21 | 15 | -6 | -3 | 2.5 | 0 | -15 | -11 | -12 | -6 | 1
CCc1cccc(C)c1NC(=O)CC1Oc2ccc(C)cc2NC1=O (centres undefined) | 18 | -4 | 0 | -0.5 | 0 | -18 | -6 | -15 | -4 | -14
CCC1(C)CC(CCN(Cc2ccco2)C(C)=O)(c2ccccc2)CCO1 (centres undefined) | -2 | 3 | -2 | -0.5 | -4 | 2 | -3 | 2 | 1 | 9
Cc1cccc(-n2c(CNC(=O)c3ccc(S(=O)(=O)N4CCCC4)cc3)n[nH]c2=S)c1 | 0 | -1 | -1 | -2.5 | 0 | 0 | -4 | -8 | 0 | 15
CN1C2C=C3C(C#N)=C(N)C(C#N)(C#N)[C@H](c4c(F)cccc4F)[C@H]3C1CC2 (some centres undefined) | -23 | -2 | -7 | 4.5 | 0 | 23 | -6 | -4 | 4 | 0
O=C1C(=O)c2ccccc2C(O)=C1CC=C(Cl)Cl | -11 | 11 | 4 | -0.9 | 8 | 11 | 0 | 1 | -4 | 0
COc1ccc(N2CCN(C(=O)c3ccc(COc4ccc([N+](=O)[O-])cc4)o3)CC2)cc1 | 13 | 2 | -1 | -2.1 | 0 | -13 | -4 | -16 | -3 | 3
CCOC(=O)C1CCN(C(=O)c2cccnc2Oc2ccc(Cl)cc2)CC1 | 16 | 2 | -1 | -0.4 | 0 | -16 | 2 | 4 | -3 | 24
O=C(Cn1c(=O)n(-c2cccc(C(F)(F)F)c2)c(=O)c2sccc21)NCC1CCCO1 (centres undefined) | nt | 4 | -6 | -1.4 | 1 | nt | -8 | -12 | -4 | -7
COc1ccc(-c2ccc(CCC(=O)O)n2NC(=O)c2ccc(C(C)(C)C)cc2)cc1 | -11 | 3 | -1 | -0.7 | 5 | 11 | 3 | 2 | -5 | 8
COc1ccccc1-c1cc(C(=O)NCCN2CCOCC2)no1 | 26 | -1 | 2 | 1.2 | -4 | -26 | -2 | -8 | -11 | -8
CC1(C)CC(=O)C(C=NCCCO)=C(O)C1 | -16 | 0 | -2 | 0.4 | -2 | 16 | -7 | 8 | 14 | 12
Cc1ccc(-c2nc3cccnc3s2)cc1NS(=O)(=O)c1ccc2c(c1)CCCC2 | -4 | nt | -6 | -1.0 | -9 | 4 | -5 | -12 | -10 | -5
CCc1ccc(OCC(=O)N(C)CCC#N)c(Br)c1 | -13 | -4 | 0 | -1.2 | 4 | 13 | 2 | 5 | 1 | 4
CCc1nc(-n2[nH]c(=O)c3ccccc3c2=O)c2c3c(sc2n1)CCCC3 | 1 | 0 | -3 | 2.4 | -4 | -1 | -7 | -11 | -2 | -5
O=C(NC1CCN(Cc2ccccc2Cl)CC1)c1ccccc1 | 4 | 0 | -5 | -1.6 | -1 | -4 | -4 | 2 | -2 | -2
Cc1ccc2c(c1)c1nnc(SCC(=O)Nc3cccc(Cl)c3C)nc1n2CC(=O)O | 27 | -2 | -4 | -0.9 | 0 | -27 | -14 | -12 | -6 | -18
CN(C(=O)c1cccc(NC(=O)Cc2cccc(NC(=O)C3CCN(C(=O)C4CCC4)CC3)c2)c1)C1CC1 | 4 | nt | -1 | -2.4 | -3 | -4 | -6 | -13 | -7 | -13
Cc1oc(-c2ccc3c(c2)OCCO3)cc1C(=O)NC(Cc1ccccc1)C(=O)O (centres undefined) | -19 | 37 | -6 | -1.3 | 5 | 19 | 4 | -12 | -14 | 26
Cc1ccc2nc(N=C(N)N)nc(C)c2c1 | 6 | -3 | 1 | -3.3 | 0 | 25 | -10 | -10 | 4 | 6
O=C(CN1CCN(Cc2ccccc2Cl)CC1)N/N=C/c1ccco1 | -3 | -2 | -3 | 1.2 | 0 | 3 | 2 | -20 | -5 | 6
Cc1ccc(S(=O)(=O)NCCCC(=O)N2CCC(C)CC2)cc1 | -26 | 4 | 2 | 0.2 | 4 | 26 | -4 | -11 | 12 | 0
CCOc1ccc(S(=O)(=O)N2CCC(C(=O)NCc3ccco3)CC2)cc1 | -3 | 2 | -3 | 0.5 | -4 | nt | -4 | 4 | -11 | 39
O=C(CSc1ccccn1)N/N=C/c1c[nH]c2ccccc12 | -12 | 1 | 5 | 0.7 | 1 | 12 | -5 | -7 | -5 | 16
CCCCn1c(=O)[nH]c(=O)c2c1nc(-c1cc3c(cc1Br)OCO3)n2C | 0 | 2 | -6 | 0.7 | 0 | 0 | -1 | -20 | -13 | -4
O=C(Nc1ccc(O)cc1)C1CC=CCC1 (centres undefined) | -6 | 126* | 0 | 0.5 | 3 | 6 | -4 | -15 | 9 | -3
Cc1occc1C(=O)N/N=C/c1ccc2c(c1)OCO2 | nt | -5 | -9 | -0.2 | -2 | nt | 0 | 2 | 0 | -5
O=C(Nc1ccc(N2CCN(C(=O)c3ccc(Cl)cc3)CC2)cc1)c1ccc(Br)o1 | 20 | 1 | 0 | 1.1 | 1 | -20 | 1 | 11 | -19 | 14
CC(=O)N1CCN(C(=O)CCCNC(=O)c2ccc(Cl)cc2)CC1 | -1 | 8 | -3 | -1.1 | -2 | 1 | -10 | -16 | 5 | 4
O=C(Nc1ccccc1)c1ccc2c(c1)OCO2 | -6 | -1 | -1 | -0.6 | -1 | 6 | 3 | -5 | 2 | -1
COc1ccc(-c2nc(N3CCN(C)CC3)sc2-c2ccc(OC)cc2)cc1 | 60 | 8 | 0 | -1.4 | 2 | -60 | -7 | -11 | -5 | -1
Cc1[nH]c2ccccc2c1C(=O)CSc1nc2ccccc2[nH]1 | 29 | 0 | -8 | 0.3 | -1 | -29 | 12 | -2 | -8 | 0

Compound activity as filed in PubChem.
